# Bioassay records deposited in PubChem BioAssay by National Center for Advancing Translational Sciences (NCATS).
# RGS12 GoLoco inh: inhibitors of human Gai1-RGS12 GoLoco interaction (red fluorophore); P63096; Gai1:RGS12 GoLoco peptide FP, rhodamine, 10 min; Potency, µM (series often up to 61.6 µM), inactives show at the top dose activity, negative = inhibition, most hits filed as inhibitors; hit rate 0.44% among 230,000; active = well fitted inhibition curve with a large enough effect, not every such curve was filed as active; inactive = no such curve, though single readings can be large or run the other way; note: % is set by controls: 0 for no effect and ±100 for the full control effect; nearly all actives have a fitted effect of over 30% in size; many of its hits are not listed in these tables
# Target sequence (P63096 whole entry, looked up): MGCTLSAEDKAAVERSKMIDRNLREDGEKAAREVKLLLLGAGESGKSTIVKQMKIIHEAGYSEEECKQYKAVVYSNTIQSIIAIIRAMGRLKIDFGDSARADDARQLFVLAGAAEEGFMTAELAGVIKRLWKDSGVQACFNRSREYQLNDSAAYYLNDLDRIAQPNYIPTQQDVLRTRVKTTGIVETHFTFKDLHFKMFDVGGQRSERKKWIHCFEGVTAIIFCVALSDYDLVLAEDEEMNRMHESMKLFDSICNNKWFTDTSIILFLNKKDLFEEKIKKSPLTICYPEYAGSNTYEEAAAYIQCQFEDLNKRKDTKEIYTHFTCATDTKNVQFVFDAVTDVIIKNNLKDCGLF
# RECQ1 helicase: RECQ1 (human) helicase inhibition. RECQ1 DNA unwinding, red fluorescence kinetic read. hit rate 0.54% among 240,000. AID 2549. P46063. Potency, µM (titrated, usually from 57.3 µM), for the others: at the top dose activity, negative = inhibition, most hits filed as inhibitors;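 note: plate controls were vehicle for no effect and no enzyme for full effect; nearly all actives have a fitted effect of over 30% in size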
#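 50 nM RECQ1T1 preincubated 15 min with compound in Tris pH 8.0 buffer with MgCl2, DTT, Tween-20 and 2.5 ug/ml poly(dI-dC); started with 200 nM TAMRA/BHQ-2 forked duplex and 2 mM ATP. Unwinding read as fluorescence (525/598 nm), two reads 2 h apart.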
# JMJD2E inh: JMJD2E (human) inhibition. B2RXH2. JMJD2E catalytic domain, FDH-coupled NADH fluorescence (FDH is formaldehyde dehydrogenase). Potency, µM (highest dose often 57.1 µM), inactives show top-dose activity change, negative = inhibition, most hits filed as inhibitors. hit rate 1.6% among 230,000. AID 2147; active = well fitted inhibition curve with a large enough effect, not every such curve was filed as active; inconclusive = small, poorly fitted or top-dose-only effect, or another doubt; inactive = no such curve, though single readings can be large or run the other way;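 note: 0% = wells with enzyme and -100% = buffer wells without enzyme; nearly all actives have a fitted effect of over 50% in size; many of its hits are not listed in these tables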
# Target sequence (B2RXH2 1-337 limits assumed): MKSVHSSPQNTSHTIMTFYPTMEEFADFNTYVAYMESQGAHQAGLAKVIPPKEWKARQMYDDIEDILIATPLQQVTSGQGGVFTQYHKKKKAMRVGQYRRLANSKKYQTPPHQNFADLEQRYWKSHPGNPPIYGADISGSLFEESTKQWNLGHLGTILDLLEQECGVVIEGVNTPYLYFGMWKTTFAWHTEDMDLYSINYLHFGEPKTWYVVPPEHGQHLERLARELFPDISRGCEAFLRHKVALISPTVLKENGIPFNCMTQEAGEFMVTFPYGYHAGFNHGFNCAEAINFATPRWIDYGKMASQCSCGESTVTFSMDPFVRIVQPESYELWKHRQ
# LMNA splice mod: changes lamin A minigene splicing in HeLa cells. HeLa LMNA splicing GFP/RFP minigene ratio, 48 h. Potency, µM (titrated, usually from 46.1 µM), without a hit: top-dose ratio change, negative = inhibition, hits mostly inhibitors. AID 1487. hit rate 0.01% among 200,000; active = well fitted inhibition curve with a large enough effect in the signal ratio, with a control signal flat, not every such curve was filed as active; inconclusive = small, poorly fitted or top-dose-only effect, or effect the other way, or a change in a side signal; the % refers to the signal ratio; note: % is set by controls: 0 for no effect and ±100 for the full control effect
#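 Read-out is the ratio of GFP to DsRed2 object intensity, acquired by 488 nm laser-scanning cytometry on HeLa lamin A-EGFP minigene reporter cells. Compound incubation 48 hrs at 37 °C in Opti-MEM with 2% FBS; DMSO 0.5% final.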
# TRb SRC2 PPI: disrupts binding of human TR beta to SRC2; P10828; TRbeta-SRC2 peptide binding, fluorescence polarization; receptor liganded with 1 µM T3; Potency, µM (top dose mostly 106 µM), for inactives: at the top dose activity change, negative = inhibition, most hits filed as inhibitors; hit rate 0.065% among 280,000; AID 1469;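 note: plate controls were bound peptide for no effect and peptide without receptor for full effect; nearly all actives have a fitted effect of over 50% in size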
#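 Fluorescence polarization of 20 nM Texas Red SRC2 peptide (20-aa NR interaction domain) bound to 0.6 uM human TRb ligand-binding domain, with 1 uM T3, after 5 hr at ambient temperature; inhibition seen as decreased polarization.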
# TR SRC2 fluor cs: Texas Red fluorescence interference in TRb-SRC2 counter-screen; TRb/SRC2 Texas Red total fluorescence interference; Potency, µM (highest dose often 106 µM), without a hit: at the highest dose fluorescence change, negative = quenching; hit rate 0.29% among 280,000; active = well fitted curve in either direction with a large enough effect; inconclusive = small, poorly fitted or top-dose-only effect; note: % is set by controls: 0 for no effect and ±100 for the full control effect
#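 Flags fluorescent or light-absorbing compounds by total fluorescence, S + 2P, at 555 nm excitation and 632 nm emission. Mixture: 20 nM Texas Red SRC2 peptide, 0.6 uM human TRb LBD, 1 uM T3, 5% DMSO; compound exposure 5 h at ambient temperature.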
# SMN2 splice enh: enhancers of SMN2 splice variant expression; HEK293 SMN2-luciferase splicing reporter, luminescence, 30-36 h; Potency, µM (series often up to 46.1 µM), inactives show at the top dose activity change, positive = activation, usual class: activators; hit rate 2.8% among 210,000; note: % of control where 0% means no effect; nearly all actives have a fitted effect of over 55% in size
#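 HEK293 cells carry an SMN2 […]–luciferase reporter in which exon 7 inclusion puts luciferase in frame. Cells were plated 10-12 h before compound addition, then incubated 30-36 h at 37C. ONE-Glo luminescence was read; sodium butyrate at 4.5 mM final served as control.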
# ALDH1A1 inh: inhibitors of human aldehyde dehydrogenase 1A1. P00352. Purified ALDH1A1, NADH fluorescence, propionaldehyde substrate. Potency, µM (doses to about 75.3 µM), for inactives: at the highest dose activity, negative = inhibition, hits mostly inhibitors. hit rate 7.3% among 220,000; active = well fitted inhibition curve with a large enough effect, not every such curve was filed as active; inconclusive = small, poorly fitted or top-dose-only effect, or another doubt; inactive = no such curve, though single readings can be large or run the other way;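 note: plate controls were no enzyme wells and a reference inhibitor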
# * marks the source's active call; other numbers are inactive results; i = inactive; ? = inconclusive; . = not tested or not shown; & = joins results of further samples; [ ] = remark or other dose. Unless noted, calls come from the whole dose curve; as a rule, active = well fitted curve in the direction sought with a large enough effect; inconclusive = small, poorly fitted or top-dose-only effect, or another doubt; inactive = no such curve, though single readings can be large; an effect the other way counts as inactive or inconclusive. Potency is the fitted concentration of half-maximal effect. These rows are one share of the data. The share of hits here may be higher or lower than overall.
SMILES,RGS12 GoLoco inh,RECQ1 helicase,JMJD2E inh,LMNA splice mod,TRb SRC2 PPI,TR SRC2 fluor cs,SMN2 splice enh,ALDH1A1 inh
C/C(=N\NC(=O)c1ccncc1)c1cccs1,-3%,-6%,10%,2%[46 µM],-5%,0%,.,0%
CC(=O)NC(CCS(C)(=O)=O)C(=O)Nc1ccc2c(c1)OCCO2 (stereo not given),2%,1%,-28%,11%,4%,-1%,-18%,-12%
COc1ccc(/C=C(\NC(=O)c2ccccc2Cl)C(=O)NCCCC(=O)O)cc1,20%,i,-24%,.,-6%,2%,-1%,0%
COC1=CC(=O)C[C@@H](C)[C@]12Oc1c(Cl)c(OC)cc(OC)c1C2=O,3%&1%,3%&-3%,?,?,0%&-2%,0%&-1%,-12%&-35%,?
CCOC(=O)CCC(=O)NNC(=O)c1ccc(NC(=O)c2ccccc2)cc1,4%,i,8%,.,-7%,-2%,.,8%
COc1ccc(NC(=O)C2CCCC2)cn1,-6%,i,-1%,10%[46 µM],-4%,0%,4%,3%
Cc1c(NC(=O)COc2ncnc3ccccc23)c(=O)n(-c2ccccc2)n1C,-2%,-8%,-4%,-2%,-4%,-2%,-9%,12%
COc1nc2c(s1)C(=O)NCCC2,3%,-5%,10%,-12%,3%,1%,22%,4%
O=C(COc1ccccc1)NC1CCCCC1,2%,-6%,-7%,-1%,-1%,-1%,-1%,2%
CCC/C(=N\NC(=O)CCC(=O)NCc1ccccc1)c1ccccc1,7%,2%,13%,-15%[46 µM],-5%,-6%,15%,0%
Cc1cc(C(=O)O)cc(Br)c1N,7%,i,6%,-7%[46 µM],0%,-6%,15%,1%
CCNc1nc(NCC)nc(NC(N)=S)n1,5%,i,-8%,?,4%,-1%,7%,-5%
NC(=O)C1CCCN(C(=S)NCc2ccc3c(c2)OCO3)C1 (stereo not given),0%,-8%,7%,.,0%,-1%,-11%,25µM*
O=C(N1CCN(c2ccc(F)cc2)CC1)C1(c2cccs2)CCOCC1,2%,-7%,3%,-12%,4%,?,-12%,4%
CC(=O)Oc1cccc(C)c1,21%,-10%&-7%,.,?,4%&-2%,-25%&-1%,.,4%
CC1C(=O)C(C)C(c2cccs2)NC1c1cccs1 (stereo not given),-15%,-5%,-1%,7%,-5%,-2%,9%,?
CCOC(=O)CNC(=O)c1sc(NC(=O)c2ccccc2F)nc1C,.,-6%,4%,6%,-3%,-2%,.,-9%
c1ccc(CSc2nnc(SCc3ccccn3)s2)nc1,-1%,i,6%,9%,-8%,1%,?,9%
CCCNC(=O)c1cc(OC)c(OC)cc1[N+](=O)[O-],3%,i,0%,-12%,-7%,-5%,4%,7%
O=C(COC(=O)CCc1ccc(S(=O)(=O)N2CCCCC2)cc1)Nc1ccc2c(c1)OCO2,5%,-14%,-1%,-3%,-15%,-1%,11%,?
CCOC(=O)c1ccc(-n2c(C)nc3c(cnn3-c3ccc(Cl)cc3)c2=O)cc1,-7%,-14%,-7%,2%,-3%&-3%,-2%&-2%,8%&-21%,-1%
COc1cc(/C=N/NC(=O)[C@H](Cc2c[nH]c3ccccc23)NC(=O)OCC(C)C)cc([N+](=O)[O-])c1O,11%,-4%,?,-2%,18%,?,-5%,?
CCCCCCn1c(N2CCC(C(N)=O)CC2)nc2c1c(=O)[nH]c(=O)n2C,6%,-2%,0%,1%,0%,-3%,?,-6%
CCOC(=O)CNC(=O)c1ccccc1Br,-10%,6%,-1%,9%,-13%,2%,26%,9%
O=C1CSC(c2ccccn2)N1c1ccc(F)cc1F (stereo not given),6%,-8%,4%,14%[46 µM],1%,-1%,-11%,13%
CN(Cc1ccccc1)C(=O)c1oc(=O)c2ccccc2c1-c1ccccc1,8%,-1%,-2%,?,-4%,-2%,-30%[inhibitor],?
CN1C(=O)N(C)C2(c3ccccc3)N(C(C)(C)C)C(=O)NC12c1ccccc1 (stereo not given),7%,8%,-6%,8%,-7%,-5%,-21%,12%
COc1cccc(CC(NC(C)=O)C(=O)NC2CCN(S(=O)(=O)c3cccc4ccccc34)CC2)c1 (stereo not given),-16%,1%,-7%,-1%,2%,0%,8%,-3%
CCOc1ncccc1C(=O)Nc1nnc(C)s1,-4%,-2%,-5%,?,8%,-1%,-6%,?
Cc1ccnn1CC(=O)N/N=C/c1ccc2c(c1)OCO2,4%,i,?,3%,3%,-8%,10%,4%

# Some of the entries so far, with bars between the fields:
compound | RGS12 GoLoco inh | RECQ1 helicase | JMJD2E inh | LMNA splice mod | TRb SRC2 PPI | TR SRC2 fluor cs | SMN2 splice enh | ALDH1A1 inh
CN1C(=O)N(C)C2(c3ccccc3)N(C(C)(C)C)C(=O)NC12c1ccccc1 (stereo not given) | 7% | 8% | -6% | 8% | -7% | -5% | -21% | 12%
COc1cccc(CC(NC(C)=O)C(=O)NC2CCN(S(=O)(=O)c3cccc4ccccc34)CC2)c1 (stereo not given) | -16% | 1% | -7% | -1% | 2% | 0% | 8% | -3%
CCOc1ncccc1C(=O)Nc1nnc(C)s1 | -4% | -2% | -5% | ? | 8% | -1% | -6% | ?
Cc1ccnn1CC(=O)N/N=C/c1ccc2c(c1)OCO2 | 4% | i | ? | 3% | 3% | -8% | 10% | 4%

# The listing picks up; the 2 compounds before the break are reprinted first.
SMILES,RGS12 GoLoco inh,RECQ1 helicase,JMJD2E inh,LMNA splice mod,TRb SRC2 PPI,TR SRC2 fluor cs,SMN2 splice enh,ALDH1A1 inh
CCOc1ncccc1C(=O)Nc1nnc(C)s1,-4%,-2%,-5%,?,8%,-1%,-6%,?
Cc1ccnn1CC(=O)N/N=C/c1ccc2c(c1)OCO2,4%,i,?,3%,3%,-8%,10%,4%
[O-][N+]1=C(c2cccs2)CN(O)C1,.,i,-4%,0%,-1%,3%,.,11%
[O-][n+]1onc2c1CCc1c-2nc(-c2ccccc2)n1OCc1ccccc1,-3%,-1%,6%,4%,-3%,0%,-17%,-2%
COc1cc(NC(=O)c2cccs2)c(C(=O)OCC(=O)NC(=O)NCc2ccccc2)cc1OC,12%,-4%,?,-3%,2%,0%,-24%,?
C=CCn1c(CC(=O)Nc2cccc(OC)c2)nnc1SCC(=O)NC1CCCCC1,1%,-8%,9%,-12%,2%,0%,2%,-4%
CCc1cccc(CC)c1NC(=S)NCCc1c(C)[nH]c2ccc(C)cc12,4%,6%,-1%,?,0%,-4%,-41%[inhibitor],14%
COc1ccc2cc(CN(CCO)C(=O)c3ccccc3F)c(=O)[nH]c2c1,6%,0%,?,6%,-12%,-2%,-9%,?
O=CN1CCN(C(=O)CN2C(=O)c3ccccc3C2=O)CC1,6%,i,2%,7%,3%,0%,-29%,7%
COc1ccc(C)cc1NC(=O)CC1COc2ccccc2O1 (stereo not given),-1%,-14%,3%,8%[46 µM],4%,-1%,-14%,-1%
Cc1oc(-c2cc(F)ccc2F)nc1CN1CCCN(C(=O)c2ccco2)CC1,5%,-2%,4%,.,1%,-4%,.,?
NC(=O)N/N=C/c1cc(F)cc(F)c1,7%,-14%,0%,.,1%,1%,.,-10%
O=c1oc(-c2ccco2)nc2ccccc12,3%,-11%,?,1%,1%,0%,9%,?
CCOC(=O)c1cccc(NC(=O)CCn2cccc2)c1,4%,-10%,8%,8%,3%,2%,-8%,-4%
CCOC(=O)Cn1nnc(-c2ccc(S(C)(=O)=O)cc2)n1,6%,-9%,-1%,-3%,0%,-2%,-10%,16%
CC(=O)c1cc(C#N)c(N2CCOCC2)nc1C,7%,i,-7%,4%[46 µM],5%,0%,9%,0%
CCC(=O)Nc1ccc(Oc2ccc3c(c2)C(=O)N(c2ccc(O)cc2)C3=O)cc1,-12%,0%,0%,3%,-17%,-1%,-10%,?
CN(CC(CC(=O)O)c1ccccc1)S(=O)(=O)c1ccc(Br)cc1 (stereo not given),21%,-5%,-2%,2%,-3%,-1%,-1%,15%
Cc1cc(N2C(=O)CC(N3CCN(c4ccc(C(=O)c5cccs5)cc4)CC3)C2=O)no1 (stereo not given),1%,-2%,0%,0%,-1%,1%,-20%,2%
C[C@@H]1NC(=O)[C@H](CCCN=C(N)N)NC(=O)c2cc([N+](=O)[O-])cc(I)c2OCC[C@@H](C(N)=O)NC1=O,3%,-1%,-5%,-1%,-1%,-2%,12%,-14%
CCOC(=O)Cn1nnnc1CN(CCc1ccccc1)Cc1cc2cc(CC)ccc2[nH]c1=O,5%,-9%,-3%,5%,1%,-2%,2%,?
COCc1cc(C)nc(OCC(=O)N/N=C/c2ccc(-c3cc([N+](=O)[O-])ccc3Cl)o2)c1C#N,0%,-5%,4%,.,3%,-1%,-20%,4%

# Profiles from above. Screens in order: RGS12 GoLoco inh, RECQ1 helicase, JMJD2E inh, LMNA splice mod, TRb SRC2 PPI, TR SRC2 fluor cs, SMN2 splice enh, ALDH1A1 inh
# `C[C@@H]1NC(=O)[C@H](CCCN=C(N)N)NC(=O)c2cc([N+](=O)[O-])cc(I)c2OCC[C@@H](C(N)=O)NC1=O` in the list: 3%, -1%, -5%, -1%, -1%, -2%, 12%, -14%
# `CN(CC(CC(=O)O)c1ccccc1)S(=O)(=O)c1ccc(Br)cc1` (stereo not given) in the list: 21%, -5%, -2%, 2%, -3%, -1%, -1%, 15%
